tuberculosis growth: growth inhibition of non-replicating M. tuberculosis (AID 488890). inhibition, % at 25 µM, or IC50 in µM where a hit was titrated. 0.39% of 320,000 active. Mycobacterium tuberculosis non-replicating, growth inhibition; higher % means a stronger effect; in the data active = a potency from the dose series; inconclusive = inhibition mostly from about 82% at the one dose, without a potency; inactive = the rest, 99 in 100 with inhibition below about 76%;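 note: plate controls were DMSO cells for no effect and high antibiotic wells for full effect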
PhoP GFP inhibition: PhoP regulon inhibitors, Salmonella typhi PhoP promoter GFP reporter, confirmatory (AID 1850); 0.33% of 310,000 active; inhibition, % at 50 µM; hits with a dose series show IC50 in µM; Salmonella Typhi PhoP-promoter GFP reporter, fluorescence, 4 h; higher % means a stronger effect; in the data active = a potency from the dose series; inconclusive = inhibition mostly from about 25% at the one dose, without a potency; inactive = the rest, 99 in 100 with inhibition below about 19%;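 note: 0% = induced wells with vehicle and 100% = uninduced wells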
VEEV TC-83 Vero: inhibitors of VEEV TC-83 cytopathic effect, confirmation, Vero cells (AID 588727); 0.13% of 350,000 active; Vero cells, VEEV TC-83 cytopathic effect inhibition; higher % means a stronger effect; inhibition, % at 20 µM; hits with a dose series show IC50 in µM; in the data active = a potency from the dose series; inconclusive = inhibition mostly from about 14% at the one dose, without a potency; inactive = the rest, 99 in 100 with inhibition below about 12%; note: strong numbers were not always called active
M. tuberculosis HTS: M. tuberculosis growth inhibition, HTS (AID 449762). 0.59% of 330,000 active. M. tuberculosis H37Rv growth inhibition, 7H9 media; higher % means a stronger effect. inhibition, % at 25 µM, or IC50 in µM where a hit was titrated; in the data active = a potency from the dose series; inconclusive = inhibition above about 70% without an active follow-up result;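 note: bacterial growth assessed after seven days of incubation; strong numbers were not always called active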
H1N1 NS1A inhibition: NS1A inhibition, H1N1 influenza, cell based functional assay (AID 504329) | inhibition, % at 12.5 µM; hits with a dose series show IC50 in µM | NS1A functional cell-based assay, percent inhibition; higher % means a stronger effect | 0.3% of 340,000 active; in the data active = a potency from the dose series; inconclusive = inhibition above about 27% without an active follow-up result; note: strong numbers were not always called active
VEEV TC-83 Vero 10K pilot screen: further read-out of VEEV TC-83 Vero, marked with its call; inhibition, %; measured here: 10K pilot screen inhibition
Starred values were filed as active, the others as inactive; i = inactive; u = inconclusive; x = no result given. This is a random part of the collection; overall some 1.5% were active at least once.

The opening 4 compounds, ahead of the listing:
SMILES | tuberculosis growth | PhoP GFP inhibition | VEEV TC-83 Vero | M. tuberculosis HTS | H1N1 NS1A inhibition | others
O=C(CSc1ncn[nH]1)Nc1cc(S(=O)(=O)N2CCCC2)ccc1Cl | 1% | -6% | 1.6% | 28% | -7%
COc1cccc(/C=N/NC(=O)c2ccc(N(C)S(=O)(=O)c3ccccc3)cc2)c1OC | 38% | -10% | 1.1% | 5% | -3%
Cc1cc([N+](=O)[O-])ccc1NC(=O)C(C)[n+]1ccccc1 (stereo unspecified) | -1% | -8% | 1.2% | 3% | -10% | VEEV TC-83 Vero 10K pilot screen=1.2
Cc1noc(/C=C/Nc2ccc(F)cc2F)c1[N+](=O)[O-] | 18% | 4% | i | 10% | -8%

The list itself, previewed entries included:
SMILES | tuberculosis growth | PhoP GFP inhibition | VEEV TC-83 Vero | M. tuberculosis HTS | H1N1 NS1A inhibition | others
O=C(CSc1ncn[nH]1)Nc1cc(S(=O)(=O)N2CCCC2)ccc1Cl | 1% | -6% | 1.6% | 28% | -7%
COc1cccc(/C=N/NC(=O)c2ccc(N(C)S(=O)(=O)c3ccccc3)cc2)c1OC | 38% | -10% | 1.1% | 5% | -3%
Cc1cc([N+](=O)[O-])ccc1NC(=O)C(C)[n+]1ccccc1 (stereo unspecified) | -1% | -8% | 1.2% | 3% | -10% | VEEV TC-83 Vero 10K pilot screen=1.2
Cc1noc(/C=C/Nc2ccc(F)cc2F)c1[N+](=O)[O-] | 18% | 4% | i | 10% | -8%
Cc1ccc(CN2CCN(CC3CC4C=CC3C4)CC2)cc1 (stereo unspecified) | 12% | -10% | 0.1% | -2% | -9%
CCOC(=O)C[n+]1c(C)sc2ccc(OC)cc21 | 45% | -2% | 0.7% | -3% | 7%
O=C1CC(c2cccs2)CC2=C1C(c1ccccc1)n1ncnc1N2 (stereo unspecified) | 18% | -3% | 6.8% | -6% | -5%
COc1ccc(CC(=O)OCc2cc3ccc(C)cc3[nH]c2=O)cc1 | 1% | 10% | 0.9% | 3% | 4%
Cc1ccccc1-c1cccc([C@@H]2C[C@H]3[C@H](CON3C)CN2C(=O)CCc2ccccc2)c1 | x | x | 3.1% | x | -26%
Cc1cccc(C(=O)Nc2nnc(S(=O)(=O)N3CCOCC3)s2)c1 | 12% | 4% | 2.0% | 7% | -3%
COC(=O)c1ccccc1S(=O)(=O)N1CCC(C(=O)NC2=NCCS2)CC1 | 31% | x | 1.1% | 1% | 9%
CCOc1ccc(NC(=O)C2CCCN(c3c(CC)c(C)nc4ncnn34)C2)cc1 (stereo unspecified) | 3% | -9% | i | 5% | 4%
C=CCSc1nnc(-c2cccnc2)o1 | x | x | 1.2% | 4% | 27%
CCc1nc2sc3c(c2c(=O)n1CCO)CCC3 | 9% | 4% | 0.6% | 0% | -9%
CCCCCCn1c(C)nc2c(c1=O)c1nc3ccccc3nc1n2/N=C/c1ccco1 | 20% | 20% | 9.0% | 69% | 3%
CN(CC(=O)Nc1cccc(F)c1)C(=O)c1ccc(OCC2CCCO2)cc1 (stereo unspecified) | x | -11% | 1.2% | -7% | -11%
O=C(CC(Nc1ccccc1)c1ccccc1)C1CC1 (stereo unspecified) | 12% | 9% | i | -4% | -3%
CCc1ccc(N2NC(=O)/C(=C/C=C/c3ccco3)C2=O)cc1 | 3.6µM* | 2% | 3.3% | u | 11%
Cc1ccccc1NC(=O)C1(C)Cc2ccccc2C(=O)O1 (stereo unspecified) | -4% | -6% | 0.5% | 3% | 5%
COc1cc(C(C)=O)ccc1OCC(O)CN1CCN(c2ccc(C)c(C)c2)CC1 (stereo unspecified) | 23% | 0% | i | 7% | -2%
O=C(c1ccc2nc(-c3ccccc3)c(-c3ccccc3)nc2c1)N1CCCCC1 | 24% | 1% | 1.3% | 5% | -6%
Cc1ccc2c(c1)C=CC(C)(C)S2=O (stereo unspecified) | -7% | -2% | 1.0% | 1% | -4%
CC(=O)Nc1nc(C)nc(-c2ccccc2OC(C)=O)n1 | 1% | -12% | i | -4% | 4%
CN(C(=O)COC(=O)/C=C/c1ccc(F)cc1)c1c(N)n(Cc2ccccc2)c(=O)[nH]c1=O | 11% | -2% | i | 15% | 1%
c1ccc(CSc2nnc3ccc(-c4ccncc4)nn23)nc1 | -4% | 5% | 1.8% | 4% | 16%
CCO[C@H]1OC(C(=O)NC2CC2)=C[C@@H](c2csc3ccccc23)[C@@H]1CCCO | 8% | 5% | 0.4% | 3% | -3%
C=CCSc1nnc(NC(=O)CCN2C(=O)C3CC=CCC3C2=O)s1 (stereo unspecified) | 16% | x | 0.5% | -8% | -6%
Cc1nc(-c2ccc(S(=O)(=O)Oc3ccc(Cl)cc3Cl)s2)cs1 | -2% | 4% | 7.9% | 0% | -18%
CC(C)NC(=O)N1CCN(c2ccncc2S(=O)(=O)N2CCOCC2)CC1 | -46% | 3% | 0.3% | 9% | 0%
CCCCOc1ccc(C(=O)NNC(=O)C2C3C=CC(C3)C2C(=O)O)cc1 (stereo unspecified) | 6% | 1% | 1.9% | 0% | -9%
N#Cc1c(-c2ccco2)cc(-c2ccccn2)nc1N | 3% | 12% | 8.1% | 2% | -1%
CC(=O)c1cc2c(cc1N/C(=N/S(=O)(=O)c1ccc(C)cc1)c1ccccc1)OCO2 | -11% | -7% | 3.6% | 8% | 2%
CC1CCCC(C)N1C(=O)COC(=O)c1ccc(Br)o1 (stereo unspecified) | 54% | x | 4.5% | 1% | -3%
COc1ccc(Cc2nnc(NC(=O)Nc3ccc(F)cc3)s2)cc1OC | -2% | 9% | i | 10% | 21%
Cn1c(=O)c2c(ncn2CC(=O)N/N=C/c2c[nH]c3ccccc23)n(C)c1=O | -2% | -3% | x | 1% | x
CC(=O)c1c(Nc2ccc3c(c2)OCCO3)oc(C)cc1=O | 1% | 5% | 0.8% | -1% | 1%

2 consecutive records from above, for reference:
SMILES | tuberculosis growth | PhoP GFP inhibition | VEEV TC-83 Vero | M. tuberculosis HTS | H1N1 NS1A inhibition | others
COc1ccc(Cc2nnc(NC(=O)Nc3ccc(F)cc3)s2)cc1OC | -2% | 9% | i | 10% | 21%
Cn1c(=O)c2c(ncn2CC(=O)N/N=C/c2c[nH]c3ccccc23)n(C)c1=O | -2% | -3% | x | 1% | x

(further entries)
SMILES | tuberculosis growth | PhoP GFP inhibition | VEEV TC-83 Vero | M. tuberculosis HTS | H1N1 NS1A inhibition | others
CCN(C(=S)NC(=O)C1CC1)c1ccccc1 | 16% | -8% | 3.8% | -5% | 17%
CC(C)[C@H]1COCCS(=O)(=O)N1Cc1ccccc1-c1cccc(Cl)c1 | x | x | 0.3% | x | -5%
CC(C)S(=O)(=O)C/C(N)=N/OC(=O)c1cc(Cl)cc(Cl)c1 | -10% | -6% | i | -1% | x
CC(=Nc1ccc2c(c1)nc(CO)n2C)C1=C(O)CC(C)(C)CC1=O | -5% | -4% | 0.3% | 2% | -3%
CC[n+]1c(-c2ccccc2)csc1Nc1c(C)n(C)n(-c2ccccc2)c1=O | -7% | 3% | 1.1% | -3% | 8%
CCN(CC(=O)Nc1ccc(NC(C)=O)cc1)C(=O)CCCc1nc2ccccc2s1 | 6% | x | 0.8% | -1% | 1%
CCC(=O)Nc1cccc(C(=O)c2ccc(C)c(C)c2)c1 | 9% | -15% | 4.3% | 28% | 9%
S=C(NCc1ccc2[nH]c3c(c2c1)CCCC3)Nc1ccccc1Cl | 9% | -5% | 0.4% | -5% | 8% | VEEV TC-83 Vero 10K pilot screen=3.7
Cc1cccc(OC(C)C(=O)N2CCc3ccccc3C2)c1 (stereo unspecified) | 38% | 3% | 0.7% | 3% | 18%
O=S1(=O)CCN2C(Cc3ccc(SC(F)F)cc3)=CSC2=N1 | -9% | 4% | 0.4% | 2% | -3%
CCN(N=O)[C@@H](Cc1ccccc1)CN(N=O)[C@@H](Cc1ccccc1)CN(C)N=O | 19% | -27% | 0.2% | -2% | 5%
CSCC[C@H](NC(=O)c1ccc(Br)o1)c1nnc2ccccn12 | -7% | 3% | 1.2% | -1% | 3%
COCCCNc1cc(C)nc2ccccc12 | 3% | -6% | 2.3% | 3% | 5% | VEEV TC-83 Vero 10K pilot screen=0.0
CC(C)(C)NC(=O)C(c1cccs1)N(CC1CCCO1)C(=O)c1ccc(-c2ccccc2)[nH]1 (stereo unspecified) | 25% | -7% | 7.8% | -24% | 11%
Cc1cccc(CCNS(=O)(=O)c2ccc3c(c2)NC(=O)C(C)S3)c1 (stereo unspecified) | -5% | -3% | i | 6% | 2%
CCOC(=O)Cn1c(=O)c2c(nc3n2CCS3)n(C)c1=O | -2% | 4% | 2.0% | -5% | -1%
O=C(COC(=O)c1ccc([N+](=O)[O-])o1)Nc1ccc(N2CCOCC2)cc1 | 41% | x | 1.9% | u | -1%
O=C(O)c1ccc(Nc2nc3c(s2)CCCC3)cc1 | 23% | 0% | 0.1% | 3% | 1%
O=C(O)c1cnn(-c2nc(-c3cccc(F)c3)cs2)c1C(F)(F)F | 2% | -3% | 1.5% | -9% | 4%
Cc1cccc(/C=N/n2c(C)cc(C)c(C#N)c2=O)c1 | -2% | 7% | 3.8% | 2% | 20%
S=C1NCN(CCc2ccccc2)CN1 | 4% | -2% | 0.9% | 10% | x
COCC(=O)Nc1cc(C)cn(Cc2cccc(C(F)(F)F)c2)c1=O | -7% | 4% | 0.5% | 1% | 21%
Cc1nc(NC(=O)c2c(-c3ccccc3)noc2C)sc1C(=O)N(C)C | 11% | 14% | 2.6% | -8% | 0%
O=C(CN1CCN(c2ccccn2)CC1)N1c2ccccc2Sc2ccc(C(F)(F)F)cc21 | 7% | -6% | i | 6% | -25%
Cc1ccc(N2CC(NS(=O)(=O)c3cccnc3)CC2=O)cc1 (stereo unspecified) | -14% | 9% | i | -1% | 9%
COc1cc2c(cc1OC)CN(c1nc(CN3CCOCC3)nc3sc4c(c13)CCCC4)CC2 | 29% | 2% | 8.1% | u | 4%
C[C@H](NC(=O)[C@H]1N2C(=O)c3ccccc3C2SC1(C)C)C(=O)N1CCCCC1 (stereo partly specified) | 4% | -6% | 0.8% | -2% | -10%
CCN(CC)C(=O)Cn1c(=O)n(-c2ccccc2)c(=O)c2c3c(sc21)CCC3 | 7% | 2% | 2.3% | 7% | 0%
Nc1nc(SCC(=O)NCc2ccco2)[nH]c(=O)c1-c1ccccc1 | 13% | 10% | 0.1% | -4% | -4%
CCS(=O)(=O)N1CCN(Cc2ccc([N+](=O)[O-])cc2)CC1 | -8% | -12% | 0.5% | -2% | 6%
Cc1ccc(S(=O)(=O)N2CCOCC2)cc1C(=O)OCC(=O)NC1CC1 | -3% | x | i | 0% | 0%
COc1ccc(C2(C(=O)NCCN3CCOCC3)CCOCC2)cc1 | -4% | -7% | 2.4% | -9% | 19% | VEEV TC-83 Vero 10K pilot screen=0.7
CSC1=C(C#N)C(c2ccccc2C)C(C#N)=C(N)N1 (stereo unspecified) | 17% | -12% | 1.2% | -1% | 9%
CC1CCN(C(=O)C2CCCN2S(=O)(=O)c2ccc(Cl)cc2)CC1 (stereo unspecified) | -3% | -11% | i | -3% | -5%
COc1ccc(-c2ccc(CCC(=O)O)n2NC(=O)c2ccc(O)cc2)cc1 | 9% | 6% | 1.0% | -1% | -10%
O=C(NCc1ccc2c(c1)OCO2)c1nc(Cn2ccc([N+](=O)[O-])n2)no1 | 10% | 7% | i | 7% | 12%
Cc1ccc2nc(C)cc(C(=O)OCC(=O)c3ccc(Cl)c([N+](=O)[O-])c3)c2c1 | 17% | -3% | 0.4% | -2% | 2%
CC(C)(C)OC(=O)CNC(=O)c1[nH]cnc1C(=O)NCCCCCN | -7% | 2% | i | -6% | -5% | VEEV TC-83 Vero 10K pilot screen=1.3
Cc1cccc(OCCC(=O)NCC(c2ccccc2)N(C)C)c1 (stereo unspecified) | 21% | 5% | i | 0% | -7%
COc1ccc(/C=C2\SC(=S)N(CCC(=O)Nc3cccc(C(=O)O)c3)C2=O)cc1OC | -3% | -15% | 0.8% | 8% | 3%
CC1Sc2ccc(S(=O)(=O)CCC(=O)N3CCN(c4ccccc4)CC3)cc2NC1=O (stereo unspecified) | x | -2% | 2.0% | 12% | 0%
COCCNC(=O)Cn1cnc2c1c(=O)n(C)c(=O)n2C | -7% | 25% | 0.1% | -1% | 5%
CCC(O)CNc1nc(-n2nc(C)cc2C)nc2sc3c(c12)CC(C)(C)OC3 (stereo unspecified) | 21% | -6% | 1.7% | -3% | 0%
C[C@H](NC(=O)[C@H]1N2C(=O)c3ccccc3C2SC1(C)C)C(=O)N1CCC[C@H]1C(=O)O (stereo partly specified) | -3% | 5% | 1.1% | 0% | -4%

Compound activity deposited in PubChem by Southern Research Specialized Biocontainment Screening Center.
